Compound activity: PubChem, several laboratories
Cathepsin G inh = inhibitors of human cathepsin G; AID 581; 62,000 tested, 0.2% active; inhibition, % at 5 µM (by protocol); purified enzyme, AMC-tetrapeptide fluorescence, pooled mixtures;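 active means inhibition above 20% in each of the two mixture wells holding the compound; inactive means inhibition of 20% or less in either well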;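 further: 0% = enzyme control without mixture and 100% = blank lacking enzyme; strong numbers were not always called active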
C1s inh = blocks human complement C1s protease activity | P09871 | purified C1s, fluorogenic AMC substrate, pooled mixtures | mean inhibition % of two 10-compound mixtures (hits give high values), % at 5 µM (by protocol) | 62,000 tested, 0.16% active | AID 538;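 active means inhibition above 20% in each of the two 10-compound mixture wells holding the compound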;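 further: 0% = enzyme wells lacking compound mixture and 100% = no-enzyme blank wells; some compounds called inactive have numbers as strong as hits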
Target sequence (P09871 16-437 limits assumed): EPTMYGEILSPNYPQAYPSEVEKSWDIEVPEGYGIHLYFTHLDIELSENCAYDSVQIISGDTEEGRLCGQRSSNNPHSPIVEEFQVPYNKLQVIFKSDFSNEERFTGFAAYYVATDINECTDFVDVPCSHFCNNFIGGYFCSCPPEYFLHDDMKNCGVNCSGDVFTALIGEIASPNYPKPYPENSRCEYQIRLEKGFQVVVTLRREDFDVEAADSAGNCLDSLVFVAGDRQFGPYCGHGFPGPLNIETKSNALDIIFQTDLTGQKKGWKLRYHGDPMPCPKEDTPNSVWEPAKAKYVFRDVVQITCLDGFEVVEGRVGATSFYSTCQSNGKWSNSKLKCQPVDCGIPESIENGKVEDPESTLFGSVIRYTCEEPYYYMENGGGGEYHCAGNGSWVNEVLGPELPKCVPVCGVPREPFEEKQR
Target sequence (P09871 438-688 limits assumed): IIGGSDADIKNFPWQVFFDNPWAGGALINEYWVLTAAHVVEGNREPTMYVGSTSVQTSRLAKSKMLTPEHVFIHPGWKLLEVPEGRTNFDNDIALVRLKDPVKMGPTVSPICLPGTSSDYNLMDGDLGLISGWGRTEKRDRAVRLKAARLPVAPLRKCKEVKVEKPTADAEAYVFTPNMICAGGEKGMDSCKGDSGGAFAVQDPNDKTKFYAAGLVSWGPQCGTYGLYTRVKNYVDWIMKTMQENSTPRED
CatL block = blocks human cathepsin L protease activity; AID 460; 58,000 tested, 0.17% active; purified cathepsin L, fluorogenic substrate, fluorescence; inhibition, %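 (tested at 10 µM)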; P07711; in the data active means inhibition above about 45%;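 further: 0% = enzyme with no compound and 100% = no enzyme blank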
HER2 expr 66K = Her2 kinase expression inhibition; AID 645; SKBR-3 HER2 protein level, AlphaScreen, 18-24 h; hits give low values; HER2 level % of control, % at 10 µM; 65,000 tested, 0.69% active;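 active means HER2 level under 5% of the carrier-only control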;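 further: 100% = DMSO carrier and 0% = 500 nM PU-H71 HSP90 inhibitor; lower value means stronger loss of Her2 protein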
PKA kinase inh = inhibitors of human protein kinase A | PKA Kemptide phosphorylation, Kinase-Glo ATP luminescence | inhibition, % at 6 µM | 65,000 tested, 0.1% active | AID 524;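 active means inhibition above the screen-wide mean inhibition plus 3 SD, cut at about 21% in these data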; further: many of its hits are not listed in these tables
CatS inh = blocks human cathepsin S protease activity. P25774. recombinant cathepsin S, AMC dipeptide fluorescence, pooled mixtures. inhibition, %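 (tested at 5 µM per compound within 10-compound mixtures)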. 62,000 tested, 0.06% active. AID 501; in the data active means inhibition above about 32%, passing the limit was not always enough;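 further: 0% = enzyme without compound and 100% = blank without enzyme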
Target sequence (P25774 115-331 limits assumed): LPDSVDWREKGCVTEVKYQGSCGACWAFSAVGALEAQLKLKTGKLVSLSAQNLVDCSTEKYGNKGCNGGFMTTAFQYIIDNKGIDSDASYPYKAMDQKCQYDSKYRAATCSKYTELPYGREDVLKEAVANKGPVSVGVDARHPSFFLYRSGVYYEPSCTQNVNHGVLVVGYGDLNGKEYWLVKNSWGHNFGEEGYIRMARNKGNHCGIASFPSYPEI
CatB mixtures = inhibitors of human cathepsin B in compound mixtures. Purified cathepsin B, AMC dipeptide fluorescence. inhibition, %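 (ten-compound pools at 5 µM per compound and 50 µM total)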. P07858. 62,000 tested, 0.06% active; in the data active means inhibition above about 22%, passing the limit was not always enough;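 further: 0% = enzyme without compound and 100% = no enzyme blank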
ROCK2 blocker = ROCK2 (human) kinase inhibition; 60,000 tested, 0.35% active; inhibition, % at 6 µM; AID 604; purified ROCK2, Kinase-Glo ATP depletion luminescence;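 active means inhibition above the screen-wide mean inhibition plus 3 SD, cut at about 18% in these data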;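 further: plate controls were DMSO wells for no effect and Y-27632 control wells after no-enzyme background subtraction for full effect; many of its hits are not listed in these tables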
CatB block = blocks human cathepsin B protease activity; AID 453; purified cathepsin B, fluorogenic substrate, fluorescence; inhibition, %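 (tested at 10 µM)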; 63,000 tested, 0.1% active; P07858; in the data active means inhibition above about 21%;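 further: 0% = enzyme with no compound and 100% = no enzyme blank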
Numbers without * were called inactive; x = no result given.

Compound,Cathepsin G inh,C1s inh,CatL block,HER2 expr 66K,PKA kinase inh,CatS inh,CatB mixtures,ROCK2 blocker,CatB block
Cc1ccc(N2CCN(S(=O)(=O)N(C)C)CC2)c(C)c1,0,-19,2,114,-9,14,0,0,2
CCCCOc1nc2ccccc2nc1C(C#N)C(=O)NC1CCCCC1 (stereo not given),5,2,2,124,4,3,3,6,3
Cc1ccc(-c2nnn(CC(=O)O)n2)cc1,9,12,24,84,8,6,1,x,7
CN1CCN(CCC(=O)Nc2ccccc2Cl)CC1,15,16,16,112,1,6,6,5,7
CCCOc1ccc(N2C(=O)C3ON(c4ccccc4)C(c4ccc(O)c(OC)c4)C3C2=O)cc1 (stereo not given),10,0,16,78,-4,8,1,2,-2
COc1ccc(NC(=O)CN(c2cccc(F)c2)S(C)(=O)=O)cc1OC,-12,-12,4,96,7,-3,-1,-1,0
CC1=CC(C)(C)N=C(NC#N)N1,-5,3,-1,100,4,1,1,6,-3
CCn1c2ccccc2c2cc(C3C(C#N)=C(N)OC4=C3C(=O)CC(C)(C)C4)ccc21 (stereo not given),11,15,4,67,-3,-1,1,-4,-1
Cc1cc(C)n(C2CCCCC2OC(=O)c2ccccc2)n1 (stereo not given),x,x,-2,125,2,x,x,-6,3
Cc1cccc(-n2c(Cc3cc(=O)[nH]c(=O)[nH]3)nnc2SCC(=O)N2CCCCC2)c1,0,-5,9,113,4,-2,1,2,-1
Cc1cc(C)n(-c2nc3c(c(=O)[nH]c(=O)n3C)n2Cc2ccc(F)cc2)n1,6,-2,11,92,4,-2,4,3,3
COC(=O)C1C(=O)c2c([nH]c(C(=O)OC3CCCC3)c2C)CC1C (stereo not given),-3,2,11,101,9,0,-6,x,-3
O=C1c2ccccc2C(Nc2ccc3nc(-c4cccnc4)[nH]c3c2)N1Cc1ccco1 (stereo not given),-7,-6,-32,92,-5,-7,2,-2,1
COc1ccc(-c2nnc(SC(C)C(=O)Nc3cccc(Cl)c3)o2)cc1 (stereo not given),9,4,-8,120,1,5,-1,2,-2
c1ccc(Cc2nn3c(COc4ccccc4)nnc3s2)cc1,8,21,-8,-21*,-5,-5,4,-3,2
Cc1cc(C)n(-c2cc(-c3ccccc3)nc(C)n2)n1,8,9,6,65,12,-5,4,9,4
CCCCC(CC)C(=O)NCCCN1CCN(CCCNC(=O)C(CC)CCCC)CC1 (stereo not given),-4,0,-1,96,8,-10,-1,9,0
COC(=O)c1ccc(CSc2nnnn2-c2ccccc2)o1,22,-23,13,76,8,3,-2,7,1
COc1ccc(N2CCN(C(=O)C3CCC(Cn4c(=S)[nH]c5ccccc5c4=O)CC3)CC2)cc1 (stereo not given),12,13,9,119,1,11,5,x,0
Cc1ccc(N2CC(C(=O)NC3CCSC3=O)CC2=O)cc1 (stereo not given),-4,-10,14,109,2,-2,-3,0,-1
O=C(NCCC1=CCCCC1)C1CC(=O)N(C2CCCCC2)C1 (stereo not given),6,-16,9,68,-4,-6,0,-3,0
Cc1nn(Cc2ccccc2)c(Cl)c1C(=O)OCc1nnc(-c2ccc(Cl)cc2)o1,11,-1,11,69,3,3,2,2,-1
O=C(NCN1C(=O)C2C3C=CC(C3)C2C1=O)Nc1nccs1 (stereo not given),6,-16,-4,86,-5,-9,3,3,-1
CCOC(=O)C1CCN(CC(=O)Nc2c(C(=O)OC)[nH]c3ccccc23)CC1,1,8,7,108,5,-11,2,3,-4
CCCCC(CCC(=O)Nc1ccccc1C(=O)OCC)C(=O)O (stereo not given),0,-27,17,81,0,16,6,2,-1
CCn1c(SCC(=O)N2CCCC2)nc2c1c(=O)n(C)c(=O)n2C,-3,1,-5,109,11,-6,2,6,0
CCCS(=O)(=O)N1CCC(C(=O)NCCCOCC)CC1,9,-2,-1,126,8,1,1,8,2
COc1ccc(CCn2c(C)ccc2C)cc1OC,x,x,3,95,5,x,x,14,3
CN1CCN(C(=O)CC23CC4CC(CC(C4)C2)C3)CC1,0,3,3,106,7,10,-5,6,-1
O=C(CSc1ccc(Cl)cc1)N1CCOCC1,-9,-11,-2,112,9,-1,4,5,2
CNC(=O)c1ccsc1NC(=O)c1ccc(Cl)s1,9,14,4,60,4,-10,4,2,2
CCCC(=O)N(Cc1cc2ccccc2[nH]c1=O)c1ccccc1OC,10,-34,-9,71,2,-4,2,6,-3
CCN=C1SC(C(=O)Nc2cccc(OCC)c2)CC(=O)N1CC (stereo not given),-9,-20,12,112,-1,11,6,-6,10
O=C(CC(c1ccc(F)cc1)c1ccco1)N1CCCC1 (stereo not given),x,x,-2,93,3,x,x,5,-1
CCOc1cc(S(=O)(=O)NCC2OCCc3ccccc32)c(OCC)cc1-n1cnnn1 (stereo not given),4,-2,6,94,6,-12,-2,-2,3
O=C(NCCN1CCOCC1)c1noc2c1CCc1ccccc1-2,90*,20,10,95,-1,30,4,-2,1
Cc1nnc(NC(=O)c2ccc(S(=O)(=O)N(C)Cc3ccccc3)cc2)o1,1,5,8,77,7,9,-5,6,3
O=C1CCCN1CN(C(=O)c1ccc2c(c1)OCO2)c1cccc(Cl)c1,11,9,-3,81,7,2,7,5,1
CN(C)c1ccc(NC(=O)c2sc(SCC(=O)Nc3nccs3)nc2N)cc1,x,x,31,73,3,x,x,6,1
COc1ccc(NC(=O)c2ccc(COc3ccccc3Br)o2)cc1OC,1,2,3,82,15,5,0,5,-1
COc1cccc(CNc2nc3ccccc3n2CCN2CCCCC2)c1,-1,3,-5,65,-2,-3,-4,-5,-4
CC(=O)c1ccc(OCCCC(=O)OCC(=O)N2CCN(c3ccccc3)CC2)cc1,-2,-14,3,94,10,0,-6,5,0
CCc1ccc(-c2nc(CN3CCC(C(=O)NCCc4ccc(OC)c(OC)c4)CC3)c(C)o2)cc1,-1,2,0,60,6,11,2,-1,-5
CCC(C)(C(=O)NC1CCCCC1)N(Cc1ccco1)C(=O)c1cnccn1 (stereo not given),7,-19,10,88,-1,-2,-2,2,-1
CCOC(=O)C(C#N)c1ccccn1 (stereo not given),-5,-5,6,119,4,10,0,0,-2
Cc1ccc(C2C(=O)N(C3CCC(C)CC3)CC(=O)N2C2CC2)cc1 (stereo not given),0,4,x,112,4,11,-1,x,-1
CCOC(=O)c1[nH]c(C)c(/C(O)=C2\C(=O)C(=O)N(CCCN3CCOCC3)C2c2cccnc2)c1C (stereo not given),10,4,7,86,-2,4,4,3,4
CCOc1ccc(-c2nc(CSc3nncs3)cs2)cc1OC,11,9,6,127,-5,10,4,x,2
O=C(c1ccccc1Cl)N1CCc2ccccc2C1,3,2,5,103,8,10,7,7,-2
Cc1cc(N=Cc2c(O)n(-c3ccc4c(c3)OCO4)c(=O)c3ccccc23)ccn1,4,-27,8,80,3,6,3,3,1
CCOc1ccc(NC(=O)c2oc3ccccc3c2NC(=O)C(C)C)cc1,12,16,14,49,-1,4,4,0,-1
O=C(NC1CCCCC1)c1ccc(S(=O)(=O)N2CCOCC2)cc1,7,-24,-6,103,-7,-4,4,0,-4
CCOc1ccc2nc(NC(NC(=O)CC)(C(=O)OC)C(F)(F)F)sc2c1 (stereo not given),x,x,32,66,5,x,x,4,3
CCn1c(SCC(=O)Nc2ccc(OC)c(OC)c2)nnc1-c1cccs1,-2,-16,x,84,9,16,5,4,0
CC(C)C(=O)Nc1cccc(NC(=O)c2cc3ccccc3o2)c1,11,14,10,87,-3,4,4,-3,5
CCOC(=O)C(Cc1ccccc1)NC(=O)Cn1nnc(-c2ccccc2)n1 (stereo not given),-1,4,-6,116,8,-2,4,5,-4
COCCN(C(=O)Nc1ccc(OC)cc1OC)C1CCN(C(C)=O)CC1,11,-15,-1,115,8,-2,6,6,4
CCNC(=O)Cc1ccc(NS(=O)(=O)c2ccc(F)cc2)cc1,-1,-2,2,90,-7,7,0,x,1
COc1ccc(NC(=O)C2CC(c3cc(OC)c(OC)c(OC)c3)=NO2)cc1OC (stereo not given),11,17,4,150,2,0,4,0,3
Cc1cc(=O)[nH]c(N2CCCC2)n1,11,17,0,121,9,-3,6,3,4

Continued:
Compound,Cathepsin G inh,C1s inh,CatL block,HER2 expr 66K,PKA kinase inh,CatS inh,CatB mixtures,ROCK2 blocker,CatB block
CS(=O)(=O)N1CCC(C(=O)c2cccc(Cl)c2)CC1,5,-28,-4,103,3,-3,3,9,1
COc1ccc(C(=O)n2ccc(C)n2)cc1Br,21*,20,x,90,1,8,-2,1,2
Cc1c(NC(=O)c2ccccc2NS(=O)(=O)c2ccc(F)cc2)c(=O)n(-c2ccccc2)n1C,1,5,-7,115,-2,8,-5,4,-2
Cc1ccc(-n2c(N)c(-c3nc4ccccc4n3C)sc2=S)cc1,1,2,5,95,2,-3,5,4,3
CCOCCOC(=O)c1[nH]c2c(c1C)C(=O)CC(c1ccc(N(C)C)cc1)C2 (stereo not given),4,-4,17,52,3,4,3,5,2
Cc1cc(NC(=O)c2cc(C)on2)n(-c2ccccc2)n1,6,-6,29,83,9,7,2,4,-2
O=c1c2ccccc2oc2nc3n(c(=O)c12)CCCS3,-8,-22,-17,118,3,-18,1,2,3
OC(Cn1nnc2ccccc21)Cn1c(C(F)(F)F)nc2ccccc21 (stereo not given),-1,-4,17,85,-3,3,4,-1,-4

Reformatted with two lines to a compound: part of the list above.
Below each SMILES – Cathepsin G inh | C1s inh | CatL block | HER2 expr 66K | PKA kinase inh | CatS inh | CatB mixtures | ROCK2 blocker | CatB block
O=c1c2ccccc2oc2nc3n(c(=O)c12)CCCS3
  -8 | -22 | -17 | 118 | 3 | -18 | 1 | 2 | 3
CCOCCOC(=O)c1[nH]c2c(c1C)C(=O)CC(c1ccc(N(C)C)cc1)C2 (stereo not given)
  4 | -4 | 17 | 52 | 3 | 4 | 3 | 5 | 2

These rows are one share of the data; count on the stated rates, not on these rows.
